E-selectin induc: E-selectin induction on HUVECs | P16581 | HUVEC E-selectin immunofluorescence imaging; normalized: neutral wells 0, TNF-alpha wells 100 | activation, % at 7.58 µM | 260,000 tested, 0.37% active;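 active = mean E-selectin-positive cell signal at least 10% of the positive control, reached in at least 60% of replicates, without over 20% cell loss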;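 note: in these data hits start at about 27%; measured in HUVEC primary endothelial cells; signal is the percent of cells scored E-selectin positive by PE staining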
Target sequence (P16581 whole entry, looked up): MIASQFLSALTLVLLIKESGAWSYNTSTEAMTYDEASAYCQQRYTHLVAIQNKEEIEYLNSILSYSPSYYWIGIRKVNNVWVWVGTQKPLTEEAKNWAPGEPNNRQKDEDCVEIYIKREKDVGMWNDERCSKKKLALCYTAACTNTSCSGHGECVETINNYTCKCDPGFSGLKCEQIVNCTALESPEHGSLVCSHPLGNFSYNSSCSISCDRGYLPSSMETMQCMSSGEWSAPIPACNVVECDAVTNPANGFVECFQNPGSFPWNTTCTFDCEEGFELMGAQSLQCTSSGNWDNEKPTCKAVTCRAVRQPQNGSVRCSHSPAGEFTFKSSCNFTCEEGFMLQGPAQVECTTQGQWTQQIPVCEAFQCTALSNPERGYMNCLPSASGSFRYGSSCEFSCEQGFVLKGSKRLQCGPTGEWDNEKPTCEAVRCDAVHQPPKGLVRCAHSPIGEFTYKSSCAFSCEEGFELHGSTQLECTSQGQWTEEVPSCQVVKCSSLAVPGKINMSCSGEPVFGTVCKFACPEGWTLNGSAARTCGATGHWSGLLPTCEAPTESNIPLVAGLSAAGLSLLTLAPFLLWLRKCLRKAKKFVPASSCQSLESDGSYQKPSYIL
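Assay system: HUVEC primary endothelial cells. Input: 3,000 HUVEC seeded per well. Doses: one compound dose added by pin transfer. Read-out basis: % PE-positive cells. Benchmarks: TNF-alpha high, DMSO low. Detection: immunofluorescence imaging. Buffer or medium: EGM-2, gelatin.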
RAD52 anneal inh: blocks human RAD52 DNA annealing; 360,000 tested, 0.46% active; inhibition, % at 18.7 µM; recombinant RAD52 DNA annealing, FRET fluorescence;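 active = every replicate showing at least 50% inhibition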
Target sequence (P43351 whole entry, looked up): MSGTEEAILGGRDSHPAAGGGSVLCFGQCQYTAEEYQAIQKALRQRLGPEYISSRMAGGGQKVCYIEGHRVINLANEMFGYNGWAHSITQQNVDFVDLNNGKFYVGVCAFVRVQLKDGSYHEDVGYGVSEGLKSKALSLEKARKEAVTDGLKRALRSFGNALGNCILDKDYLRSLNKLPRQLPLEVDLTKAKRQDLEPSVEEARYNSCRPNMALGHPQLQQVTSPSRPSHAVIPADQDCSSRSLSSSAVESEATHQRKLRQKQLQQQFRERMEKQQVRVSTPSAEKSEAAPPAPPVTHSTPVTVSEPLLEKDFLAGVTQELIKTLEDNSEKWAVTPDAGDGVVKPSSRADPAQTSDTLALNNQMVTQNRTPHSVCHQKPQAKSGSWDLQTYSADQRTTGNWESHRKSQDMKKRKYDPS
PGC1a acetyl inh: lowers PGC1a acetylation signal in U2OS cells. AlphaScreen anti-acetyl-lysine; with virally co-expressed GCN5 acetyltransferase. inhibition, % at 15.6 µM. 350,000 tested, 0.17% active. AID 651687;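 active = every replicate shows inhibition of at least 40%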;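 note: 0% = neutral control wells and 100% = positive control wells; some results beyond the cut were filed as inactive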
PglD inh: PglD (C. jejuni) enzyme inhibition | 360,000 tested, 0.098% active | inhibition, % at 12.5 µM | purified PglD enzyme, DTNB colorimetric CoA detection | AID 602405; in the data active = inhibition above about 16%, passing the limit was not always enough; note: strong numbers were not always called active
miR-122 sensor: miR-122 inhibition in Huh7 cells | Huh7 miR-122 Renilla luciferase sensor, 48 h; neutral wells = 0, positive control = 100 | activation (reporter increase), % at 12.5 µM | 340,000 tested, 0.3% active;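 active = mean replicate activation score at least 90 and every replicate individually at or above 90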;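 note: higher luciferase means less miR-122 activity so hits act as miR-122 inhibitors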
RAD54 branch: blocks human RAD54 Holliday junction branch migration | FAM/BHQ fluorescence | inhibition, % at 10.4 µM | 360,000 tested, 0.14% active;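 active = mean normalized replicate activity at least 40 and at least half of replicates scoring 40 or more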;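 note: 0% = median of neutral control wells and 100% = median of positive control wells; inhibitors cause a drop in the FAM fluorescence signal; in these data hits start at about 50%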
Cneo AK release: causes C. neoformans cell lysis. adenylate kinase release luminescence, 4 h; normalised: neutral wells 0, clomiphene wells 100. lysis activity, % at 15 µM. 360,000 tested, 0.2% active. AID 651654;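 active = mean lysis activity across replicates of at least 80%, whatever share of replicates individually reach that level; inactive = mean lysis activity below 80%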
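Material: C. neoformans cells; Schedule: 4 h static compound exposure, 37 °C, read 1 h post-reagent; Measured by: adenylate kinase release luminescence; Read-out: signal increase indicating cell lysis; Controls: Clomiphene as positive lysis control.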
ERAP1 inh: ERAP1 (human) enzyme inhibition; Q9NZ08; recombinant ERAP1, Leu-AMC fluorescence, 60 min; inhibition, % at 10.7 µM; 340,000 tested, 0.15% active; AID 652197;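 active = mean replicate inhibition of at least 30%, or all replicates individually reaching that 30% level; inactive = mean below 30% and not every replicate reaching it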;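 note: 0% = neutral control wells and 100% = L-leucinethiol positive control wells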
Starred values were filed as active, the others as inactive; · = not tested or not shown; [ ] = another dose, or the depositor's remark.

no.	smiles	E-selectin induc	RAD52 anneal inh	PGC1a acetyl inh	PglD inh	miR-122 sensor	RAD54 branch	Cneo AK release	ERAP1 inh
1	O=S(=O)(Cc1ccccc1)NCC[C@@H]1CC[C@H](NS(=O)(=O)c2ccccc2)[C@H](CO)O1	-0.3	1	5	-1	·	-5	-3	-3
2	CCC(CC)C(=O)NC12CC3CC(CC(C3)C1)C2	·	·	4	-3	-2	6	1	·
3	COc1ccc([N+](=O)[O-])cc1NC(=O)c1cccnc1	0.2	-9	3	8	-5	3	2	0
4	CNC(=O)CCn1nc(-c2ccc(C)cc2)c2ccccc2c1=O	·	4	-4	-4	·	-5	1	2
5	C/C(=N/NS(=O)(=O)c1ccc(C(C)C)cc1)c1ccncc1	·	-1	·	-5	·	-6	-1	0
6	Cc1ccccc1NS(=O)(=O)c1ccc(N2CCCC2=O)cc1	·	·	-2	·	44	2	-1	·
7	C[C@@H]1CN([C@H](C)CO)C(=O)c2cc(C3=CCCC3)cnc2O[C@H]1CN(C)Cc1cccc(F)c1	-0.2	3	2	4	1[16.7 µM]	-4	68	-2
8	CN1C(=O)c2cc(NC(=O)Cc3cccs3)ccc2OC[C@@H]2O[C@H](CC(=O)N[C@@H]3CCN(Cc4ccccc4)C3)CC[C@@H]21	0.0	·	·	4	·	-2	1	·
9	CC(C)(C)[S@](=O)N1Cc2cc(C(=O)NCCN3CCCCC3)nc(-c3cccc(-c4cccc(C#N)c4)c3)c2[C@@H]1CCO	0.1	29	-22	-2	·	10	-5	2
10	c1csc(C2Nc3cccc4cccc(c34)N2)c1	·	·	-4	-8	8	-5	3	·
11	CCc1nn(CCCC(=O)N2CCC(C)CC2)c(=O)c2cc3occc3n12	·	0	-3	4	·	-6	0	1
12	C[C@H]1CN([C@@H](C)CO)C(=O)CCCn2cc(nn2)CO[C@@H]1CN(C)Cc1ccc2c(c1)OCCN2C	0.3	-11	-4	·	5[16.7 µM]	·	·	·
13	O=S(=O)(Nc1ccc(NS(=O)(=O)c2ccccc2)c2ccccc12)c1ccccc1	-0.2	4	2	12	14	-12	-1	-4
14	CC(=O)N1[C@@H](CO)[C@@H]2c3ccccc3N(C(=O)Nc3cc(F)ccc3F)C[C@@H]21	0.0	-8	6	-2	17[16.7 µM]	-25	-1	1
15	CN(Cc1nc2ccccc2n1C)S(C)(=O)=O	·	·	-18	-4	7	-11	3	·
16	O=C(c1ccc(Cl)cc1)C1CCN(C(=O)NC2CCCCC2)CC1	·	·	·	2	-3	3	5	·
17	CC(C)(C)NC(=O)COC(=O)c1ccc(S(=O)(=O)N2CCCCCC2)cc1	·	-4	-3	-1	-2	4	-1	2
18	CN(C)C(=S)NC(=O)C(c1ccccc1)c1ccccc1	·	-12	-7	·	-2	·	·	-3
19	O=C(NCCOc1ccccc1)c1cccc(S(=O)(=O)NCc2ccccc2)c1	·	-18	0	0	8	-11	0	1
20	COc1ccc(CN(C)C(=O)COC(=O)c2ccc(-c3ccccc3)cc2)c(OC)c1OC	0.4	1	-8	0	-7	-1	-3	-2
21	C[C@H](CO)N1C[C@H](C)[C@H](CN(C)Cc2ccc(-c3ccccc3)cc2)Oc2c(NC(=O)C3CCOCC3)cccc2C1=O	1.0	6	1	4	0[16.7 µM]	6	55	4
22	CCN1CCN(c2ccc(NC(=O)c3ccc(Br)o3)cc2)CC1	-0.3	-3	·	3	·	1	-2	-2
23	O=C(COC(=O)CNC(=O)c1ccc(Cl)c([N+](=O)[O-])c1)NCC1CCCO1 (configuration not stated)	·	-2	6	2	-9	-3	-1	-3
24	C[C@H](O)C#Cc1ccc([C@H]2[C@H](CO)N3CCCCN(S(=O)(=O)Cc4ccccc4)C[C@@H]23)cc1	-0.5	17	9	4	-2[16.7 µM]	8	-1	8
25	COCn1c(C(O)c2ccccc2)cc2ccccc21 (configuration not stated)	·	1	·	3	·	1	0	0

An excerpt from above in order of molecular weight, ascending:
no.	smiles	E-selectin induc	RAD52 anneal inh	PGC1a acetyl inh	PglD inh	miR-122 sensor	RAD54 branch	Cneo AK release	ERAP1 inh
15	CN(Cc1nc2ccccc2n1C)S(C)(=O)=O	·	·	-18	-4	7	-11	3	·
18	CN(C)C(=S)NC(=O)C(c1ccccc1)c1ccccc1	·	-12	-7	·	-2	·	·	-3
6	Cc1ccccc1NS(=O)(=O)c1ccc(N2CCCC2=O)cc1	·	·	-2	·	44	2	-1	·
11	CCc1nn(CCCC(=O)N2CCC(C)CC2)c(=O)c2cc3occc3n12	·	0	-3	4	·	-6	0	1
7	C[C@@H]1CN([C@H](C)CO)C(=O)c2cc(C3=CCCC3)cnc2O[C@H]1CN(C)Cc1cccc(F)c1	-0.2	3	2	4	1[16.7 µM]	-4	68	-2
12	C[C@H]1CN([C@@H](C)CO)C(=O)CCCn2cc(nn2)CO[C@@H]1CN(C)Cc1ccc2c(c1)OCCN2C	0.3	-11	-4	·	5[16.7 µM]	·	·	·
21	C[C@H](CO)N1C[C@H](C)[C@H](CN(C)Cc2ccc(-c3ccccc3)cc2)Oc2c(NC(=O)C3CCOCC3)cccc2C1=O	1.0	6	1	4	0[16.7 µM]	6	55	4
8	CN1C(=O)c2cc(NC(=O)Cc3cccs3)ccc2OC[C@@H]2O[C@H](CC(=O)N[C@@H]3CCN(Cc4ccccc4)C3)CC[C@@H]21	0.0	·	·	4	·	-2	1	·

The listing continues.
nr	Compound	E-selectin induc	RAD52 anneal inh	PGC1a acetyl inh	PglD inh	miR-122 sensor	RAD54 branch	Cneo AK release	ERAP1 inh
26	O=C(C[C@@H]1CC[C@@H]2[C@H](COC[C@H](O)CN2CCc2ccccc2)O1)N1CCC(Cc2ccccc2)CC1	-0.1	4	-9	4	17[16.7 µM]	-9	-1	0
27	CC(=O)NC[C@@H]1[C@H](c2ccc(-c3cccc(F)c3)cc2)[C@H](CO)N1C(C)=O	-0.5	-16	7	2	-19[16.7 µM]	0	0	0
28	Cn1cccc1C(=O)OCc1ccc(F)cc1	·	-14	·	2	·	-10	1	-2
29	COc1ccc(CN(C)C[C@@H]2Oc3c(NC(=O)Nc4ccc(OC)cc4)cccc3C(=O)N([C@@H](C)CO)C[C@H]2C)cc1	0.5	5	15	-1	-6[16.7 µM]	4	3	1
30	Cn1cnnc1SCC(=O)n1c2ccccc2c2ccccc21	·	·	3	-12	-2	1	1	·
31	CC1(CCc2ccccc2)NC(=O)N(CC(=O)N2CC(=O)Nc3ccccc32)C1=O (configuration not stated)	-0.1	-9	2	·	-4	·	·	-1
32	Cc1ccc(-n2[nH]c(C)c(C=Nc3ccc(C)cn3)c2=O)cc1	·	-5	-1	6	-3	-6	-6	4
33	CN1CCN(c2ccc(NC(=O)c3ccc(Oc4ccccc4)cc3)cc2)CC1	-0.2	13	·	-1	·	-8	0	5
34	Cc1noc(C)c1COc1ccccc1C(=O)N1CCN(S(=O)(=O)c2ccccc2C#N)CC1	-0.4	-9	9	0	4	-2	-2	1
35	CCn1c(SCC(=O)c2cc(C)n(CC3CCCO3)c2C)nc2ccccc21 (configuration not stated)	·	·	4	-6	3	2	3	·
36	NC(=O)CSc1nnc(COc2ccc3ccccc3c2)o1	·	0	-9	2	2	3	-1	4
37	Cc1cccc(CC2CC(=O)N(c3ccccc3)C2=O)c1 (configuration not stated)	·	·	9	-1	-13	-2	-1	·
38	O=C(CCNc1cccc(F)c1)c1cc2ccccc2o1	0.1	-10	6	·	·	·	·	-1
39	COc1ccc(C(=O)NNC(=O)CSc2nnnn2C)cc1	-0.1	-7	2	·	·	·	·	-3
40	COc1cccc(-c2cc(=O)c3cc(NC(=O)c4ccccc4)ccc3[nH]2)c1	1.9	-11	·	-3	·	9	1	1
41	C[C@@H]1CN([C@@H](C)CO)C(=O)c2cc(NC(=O)Nc3ccccc3)ccc2O[C@@H](C)CCCCO[C@@H]1CN(C)Cc1ccc(C(F)(F)F)cc1	-0.3	·	-9	-2	-8[16.7 µM]	-7	1	·
42	CN(C)S(=O)(=O)N1CCC(c2ccc(F)cc2)C(COc2ccc3c(c2)OCO3)C1 (configuration not stated)	·	·	-34	0	6	2	-8	·
43	O=C(CSC(=S)N1CCCC1)N1CCN(S(=O)(=O)c2cccc(F)c2)CC1	-1.7	-1	2	6	-4	-11	3	1
44	Cc1cccc(C)c1NC(=O)CN(C)C(=O)c1ccccc1SCC(=O)N1CCCC1	·	-7	·	2	·	-13	0	-1
45	Cc1ccc(N(C(=O)CNC(=O)c2ccco2)C(C(=O)NC2CCCC2)c2cccnc2)cc1C (configuration not stated)	·	·	-1	3	-7	7	2	·
46	O=C(O)c1ccc(Oc2cccc([N+](=O)[O-])c2)cc1C(=O)O	0.0	·	4	4	·	3	0	·
47	Cc1ccc(S(=O)(=O)Nc2ccc3c(c2)CC(=O)N([C@H](C)CO)C[C@@H](C)[C@@H](CN(C)Cc2ccc(Oc4ccccc4)cc2)O3)cc1	0.4	-10	1	0	-11[16.7 µM]	-1	-8	-1
48	CC(=O)Nc1cc(-c2cccc(NS(C)(=O)=O)c2)cn2c(-c3cccc(C(C)=O)c3)cnc12	0.2	-45	-6	2	3	-14	-1	3
49	COc1ccc(C(=O)N=c2sc3c(C)ccc(OC)c3n2C)cc1OC	0.4	-11	-4	0	-5	6	12	-1
50	Cc1ccc2[nH]c(=O)c(N3CCOCC3)c(-c3ccccc3)c2c1	·	·	9	-2	-1	2	-3	·

New compounds follow.
nr	Compound	E-selectin induc	RAD52 anneal inh	PGC1a acetyl inh	PglD inh	miR-122 sensor	RAD54 branch	Cneo AK release	ERAP1 inh
51	CCC(C)n1c(=O)c(C(=O)Nc2ccccc2S(N)(=O)=O)c(O)c2ccccc21 (configuration not stated)	·	·	-8	1	2	-14	-6	·
52	O=C(C/C=N/OCc1ccc(Cl)cc1)c1cnc(-c2ccccc2)s1	·	·	1	5	2	-2	-2	·
53	CC(C)(C)OC(=O)N1CCC(C(=O)N[C@@H](Cc2ccccc2)C(=O)O)(c2ccccc2)CC1	6.1	·	·	-10	-11	5	4	·
54	CCc1nc2ccccc2n1CC(O)COc1ccc(NC(C)=O)cc1 (configuration not stated)	·	·	10	-4	-2	5	-3	·
55	O=C(Nc1ccn(Cc2ccc(Cl)cc2)n1)c1ccccc1	-0.1	-8	-1	1	-4	-12	-2	2
56	C/C=C/c1ccc([C@H]2[C@@H](CO)N(C(C)=O)[C@H]2CN(CC(C)C)C(C)=O)cc1	0.3	·	-13	4	0[16.7 µM]	-1	-1	·
57	COC(=O)C1=CN(CC2CCCO2)C=C(C(=O)OC)C1c1cc(OC)c(OC)c(OC)c1 (configuration not stated)	·	·	·	4	-3	-8	-4	·
58	CC(CN1CCOCC1)OC(=O)c1cccc(Br)c1 (configuration not stated)	·	·	1	-2	-4	-4	0	·
59	OCC1OC(Oc2c[nH]c3ccccc23)C(O)C(O)C1O (configuration not stated)	2.9	-34	1	-1	7	3	0	1
60	CCNC(=O)C[C@@H]1CC[C@@H]2[C@H](COC[C@H](O)CN2C(=O)Nc2ccc3c(c2)OCO3)O1	0.2	-10	-10	-1	4[16.7 µM]	8	-4	-1
61	Cc1ccc(-c2nn3c(C)nnc3s2)cc1NC(=O)c1cccs1	·	·	-5	-3	10	-5	0	·
